# Screens deposited in PubChem BioAssay by several laboratories.
# PPARg SRC-3 ag: PPARgamma agonists recruiting SRC-3 coactivator, primary screen, biochemical; AID 731, 2007; activation, % at 8 µM; biochemical PPARgamma/SRC-3 coactivator recruitment assay; 0.26% of 200,000 active; Peroxisome proliferator-activated receptor gamma (Homo sapiens), P37231; in the data active = activation above about 23%;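 note: 0% = DMSO and 100% = reference agonist; some compounds past the cut are filed as inactive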
# Target sequence (P37231 whole entry, looked up): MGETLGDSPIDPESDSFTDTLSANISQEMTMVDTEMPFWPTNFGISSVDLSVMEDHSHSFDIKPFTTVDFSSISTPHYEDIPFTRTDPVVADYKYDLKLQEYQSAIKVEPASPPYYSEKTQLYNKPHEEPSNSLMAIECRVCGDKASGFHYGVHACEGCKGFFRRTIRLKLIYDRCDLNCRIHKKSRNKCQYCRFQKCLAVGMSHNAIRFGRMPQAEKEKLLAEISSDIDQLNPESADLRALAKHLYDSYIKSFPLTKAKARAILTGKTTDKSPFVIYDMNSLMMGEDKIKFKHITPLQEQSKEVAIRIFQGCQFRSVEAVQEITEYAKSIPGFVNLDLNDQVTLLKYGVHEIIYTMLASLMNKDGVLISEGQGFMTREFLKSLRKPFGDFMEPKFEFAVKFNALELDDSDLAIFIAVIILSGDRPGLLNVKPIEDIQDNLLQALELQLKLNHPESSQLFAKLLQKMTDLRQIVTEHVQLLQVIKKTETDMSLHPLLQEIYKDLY
# TNAP inh no acc: human TNAP enzyme inhibitors, primary screen, biochemical, luminescent, no phosphate acceptor, uHTS; purified TNAP, CDP-star luminescence, 30 min; inhibition, % at 20 µM; 0.26% of 200,000 active;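 active = tissue-nonspecific alkaline phosphatase inhibition above about 50% at 20 µM in the single-dose screen, limit read from the data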;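 note: 0% = DMSO negative control and 100% = EDTA positive control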
# Target sequence (P05186 whole entry, looked up): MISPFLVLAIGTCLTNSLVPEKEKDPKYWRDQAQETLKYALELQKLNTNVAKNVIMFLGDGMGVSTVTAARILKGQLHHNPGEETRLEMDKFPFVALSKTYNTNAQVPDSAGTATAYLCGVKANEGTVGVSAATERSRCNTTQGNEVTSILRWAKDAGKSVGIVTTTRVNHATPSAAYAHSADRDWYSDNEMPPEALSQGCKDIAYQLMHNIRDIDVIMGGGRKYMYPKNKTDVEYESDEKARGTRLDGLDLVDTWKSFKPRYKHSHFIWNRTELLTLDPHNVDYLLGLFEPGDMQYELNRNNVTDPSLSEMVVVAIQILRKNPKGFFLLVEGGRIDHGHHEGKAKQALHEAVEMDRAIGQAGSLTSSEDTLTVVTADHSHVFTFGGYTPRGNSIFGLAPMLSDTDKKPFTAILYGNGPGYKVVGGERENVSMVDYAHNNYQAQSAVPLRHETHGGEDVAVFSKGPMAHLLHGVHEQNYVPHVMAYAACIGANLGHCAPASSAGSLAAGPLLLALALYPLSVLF
# SRC2 TRFRET art: TR-FRET signal artefacts, primary screen, artefact control for PPARgamma SRC-2 agonist project, biochemical; TR-FRET ratio at 8 µM; 0.4% of 200,000 active; TR-FRET artefact counter-screen; hits give high values; in the data active = TR-FRET ratio above about 2000; note: inactives centre near 1500
# Efa HMGR inh: inhibitors of E. faecalis class II HMGR, primary screen, biochemical, Enterococcus faecalis; purified E. faecalis HMGR, NADPH absorbance 340 nm kinetic; inhibition, % at 10 µM; 0.41% of 190,000 active; AID 1066, 2008;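 active = inhibition above a set limit, the median over all tested compounds plus 3 SD, cut at about 9.5% in these data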;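 note: enzyme runs in reverse so mevalonate oxidation gives rising NADPH absorbance; 0% = complete reaction with DMSO and 100% = background rate lacking mevalonate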
# TNAP act hiacc: TNAP activators at high phosphate acceptor level, primary screen, biochemical, luminescence, uHTS | purified TNAP, CDP-star luminescence, 1 M DEA, 30 min; hits give high values; 0 = EDTA background, 1 = DMSO-only activity | Alkaline phosphatase, tissue-nonspecific isozyme (Homo sapiens), P05186 | activation factor at 20 µM | 200,000 tested, under 10 active | AID 1136, 2008;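 active = activation factor at least 2 at 20 µM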
#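 Assay system: human TNAP; Input: enzyme diluted 1/800 final; Reagent: CDP-star luminogenic substrate at 100 µM final; Timing: 30 min, room temperature; Signal: luminescence; Evaluation: TNAP activation factor scaled between EDTA and DMSO control wells.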
# TNAP inh hi DEA: human TNAP enzyme inhibitors, primary screen, biochemical, luminescent, high phosphate acceptor level, uHTS; 0.03% of 200,000 active; inhibition, % at 20 µM; purified TNAP, CDP-star luminescence, 1 M DEA;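 active = over 50% inhibition of tissue-nonspecific alkaline phosphatase at 20 µM in the single-dose screen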;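 note: plate controls were DMSO wells for no effect and EDTA-quenched wells as full inhibition for full effect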
# PPARg SRC-2 ag: agonists of PPARg-SRC-2 recruitment, primary screen, biochemical, HTS | Peroxisome proliferator-activated receptor gamma (Homo sapiens), P37231 | PPARgamma LBD-SRC-2 recruitment | activation, % at 8 µM | 0.34% of 200,000 active | AID 1032, 2008; in the data active = activation above about 22%;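 note: 0% = vehicle and 100% = reference agonist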
# PPARg SRC1 recr: PPARgamma agonists recruiting SRC-1 coactivator, primary screen, biochemical; Peroxisome proliferator-activated receptor gamma (Homo sapiens), P37231; PPARgamma-SRC-1 coactivator recruitment biochemical assay; activation, % at 8 µM; 0.41% of 200,000 active; AID 631, 2007; in the data active = activation above about 19%;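 note: 0% = DMSO and 100% = reference agonist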
# bIAP activator: bovine intestinal alkaline phosphatase activators, primary screen, biochemical, bovine IAP, CDP-star luminescence | 0.17% of 200,000 active | purified bovine IAP, 30 min; hits give high values; fold of DMSO-control signal, blank-subtracted | activation factor at 20 µM;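 active = activation factor of 2 or more at 20 µM, a signal rise over negative controls twice the positive control's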
# bIAP inh: bovine intestinal alkaline phosphatase inhibitors, primary screen, selectivity assay for TNAP inhibitor project, biochemical, bovine IAP, CDP-star luminescence | purified bovine IAP, 30 min | inhibition, % at 20 µM | 190,000 tested, under 10 active | AID 1019, 2008;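 active = over 50% inhibition of intestinal alkaline phosphatase at 20 µM in the single-dose screen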
#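 test system = bovine IAP enzyme | medium = DEA buffer 100 mM, pH 9.8, with MgCl2 1.0 mM, ZnCl2 0.02 mM | detection = luminescence | dosing = single compound dose of 20 µM, 2% DMSO final | incubation = 30 min reaction at room temperature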
# * marks the source's active call; other numbers are inactive results; i = inactive. No enrichment for hits; about 1.6% have a hit in one of these screens.
# Start of the data: the first two entries, ahead of the listing:
SMILES,PPARg SRC-3 ag,TNAP inh no acc,SRC2 TRFRET art,Efa HMGR inh,TNAP act hiacc,TNAP inh hi DEA,PPARg SRC-2 ag,PPARg SRC1 recr,bIAP activator,bIAP inh
COc1ccc(OC)c(S(=O)(=O)N(C)CC(=O)Nc2ccccc2OC)c1,7,-9,1588,0,1,3,0,-1,0.9,13
CCOc1ccc2cc(S(=O)(=O)N3CCN(C)CC3)ccc2c1,8,-7,1580,2,1,1,-4,-5,1.1,-5

# Results, previewed entries included:
SMILES,PPARg SRC-3 ag,TNAP inh no acc,SRC2 TRFRET art,Efa HMGR inh,TNAP act hiacc,TNAP inh hi DEA,PPARg SRC-2 ag,PPARg SRC1 recr,bIAP activator,bIAP inh
COc1ccc(OC)c(S(=O)(=O)N(C)CC(=O)Nc2ccccc2OC)c1,7,-9,1588,0,1,3,0,-1,0.9,13
CCOc1ccc2cc(S(=O)(=O)N3CCN(C)CC3)ccc2c1,8,-7,1580,2,1,1,-4,-5,1.1,-5
CCOC(=O)c1ccc(NC(=O)CN2C(=O)CSC(C)C2=O)cc1 (stereo not drawn),3,-16,1577,-2,1,-1,0,2,0.9,11
COc1ccc(NC(=O)Cn2c(=O)n(CC(=O)NCc3ccco3)c(=O)c3ccccc32)cc1,-2,-4,1615,3,1,2,6,2,1,2
CCCc1nc2scc(-c3ccccc3)c2c(=O)n1N,-8,-5,1489,-10,1,-4,1,1,0.9,12
CCN1C(=O)OC2(CCCCC2)C1(C)O (stereo not drawn),-3,-6,1448,-3,1,0,-2,0,1,0
Cc1ccc(NC(=O)c2ccc(CSc3ccccn3)cc2)cc1,0,-4,1680,1,1.1,-5,-1,-2,1,2
CNCC(O)CN(c1ccccc1)c1ccccc1 (stereo not drawn),3,1,1873,-7,1,-1,2,12,0.9,6
CCOc1ccc(C(=O)NCCC2=CCCCC2)cc1OCC,4,-11,1589,1,1,0,-1,2,1,-1
CCOc1ccc(/C(O)=C2\C(=O)C(=O)N(CCN(C)C)C2c2cccc(OC)c2OC)cc1Cl (stereo not drawn),0,-7,1702,-6,1,-3,9,6,1,3
S=C(NCc1ccco1)NC1CCCc2ccccc21 (stereo not drawn),-2,-6,1480,-2,1.1,-6,1,-1,1.1,-6
COc1ccccc1S(=O)(=O)Cc1ccc(C(=O)NCC2CCCO2)o1 (stereo not drawn),0,-13,1566,2,1.1,-6,1,-5,0.9,6
COc1ccc(CN2C(=O)CCC2(C)C(=O)NC2CCCCC2)c(OC)c1 (stereo not drawn),1,-13,1437,0,1.1,-6,-1,-3,1,1
C[C@@H](C(=O)Nc1nc2ccc(F)cc2s1)N1C(=O)C2CC=CCC2C1=O (stereo partly drawn),0,-8,1567,1,1,-1,-4,-2,1.2,-16
CCCn1c(CC)nc([N+](=O)[O-])c1Sc1ccc(F)cc1,-1,-1,1421,2,1,-3,6,-2,1,3

# The closing three compounds of the part above come first, to join the parts:
SMILES,PPARg SRC-3 ag,TNAP inh no acc,SRC2 TRFRET art,Efa HMGR inh,TNAP act hiacc,TNAP inh hi DEA,PPARg SRC-2 ag,PPARg SRC1 recr,bIAP activator,bIAP inh
COc1ccc(CN2C(=O)CCC2(C)C(=O)NC2CCCCC2)c(OC)c1 (stereo not drawn),1,-13,1437,0,1.1,-6,-1,-3,1,1
C[C@@H](C(=O)Nc1nc2ccc(F)cc2s1)N1C(=O)C2CC=CCC2C1=O (stereo partly drawn),0,-8,1567,1,1,-1,-4,-2,1.2,-16
CCCn1c(CC)nc([N+](=O)[O-])c1Sc1ccc(F)cc1,-1,-1,1421,2,1,-3,6,-2,1,3
Cc1cc(C)n2c(SCc3cccs3)nnc2n1,6,-4,1456,1,1.1,-10,4,-3,1,5
COc1ccc(N(Cc2ccccc2)S(=O)(=O)c2cccc(C(=O)NC3=NCCS3)c2)cc1,8,-5,1395,-3,1,-1,9,-4,0.8,18
CNC(=S)N(Cc1ccc2c(c1)OCO2)C1CC(=O)N(c2ccccc2)C1=O (stereo not drawn),3,-6,1445,-5,1.1,-6,4,8,1,-4
CC1(C)CC(=O)c2sc(NC(=O)c3ccccc3)nc2C1,5,-9,1433,-1,1,-4,4,2,1,1
C#CCOCCOCCOCCNc1nc(N2CCOCC2)nc(N2CCN(C(=O)[C@H]([C@@H](C)CC)n3cc([C@@H](N)CC(C)C)nn3)CC2)n1,4,-4,1575,-3,1.1,-8,3,-4,1.1,-5
Cc1ccc(-n2c3c(cc(C(=O)N4CCN(C)CC4)c2=O)C(=O)CC(C)(C)C3)cc1,-4,-7,1489,-1,1,1,8,5,1,0
CC(C(=O)OCC(=O)c1c(N)n(C)c(=O)n(C)c1=O)N1C(=O)c2ccccc2C1=O (stereo not drawn),6,-6,1444,-4,1,-3,11,10,0.9,6
Cc1ccc(S(=O)(=O)N(Cc2ccccc2)c2ccccc2C(=O)NCc2ccco2)cc1,10,-5,1445,-2,1,1,4,5,1,1
Cc1[nH]c2ccc(F)cc2c(=O)c1SC(F)(F)C(F)C(F)(F)F (stereo not drawn),6,-14,1591,-4,1.1,-5,1,1,1,-1
O=C(CSc1cn(Cc2cccc(F)c2)c2ccccc12)NCc1ccc(F)cc1,1,1,1472,2,1,0,-2,-1,1.1,-10
Cc1cccc(C(=O)NCCN(C)C)c1,5,-15,1558,3,1,-1,4,0,0.8,17
CN(C)S(=O)(=O)Oc1ccsc1C(=O)Nc1ccc(Cl)cc1,1,2,1809,-4,1,-3,-2,-7,0.9,11
Clc1cc2nc3ccccn3c2cc1Cl,14,-1,1620,-4,1,0,5,2,0.9,13
CCCc1cc2c(=O)c(-c3ccc4c(c3)OCCO4)c(C)oc2cc1OS(C)(=O)=O,-4,0,1441,0,1,1,1,12,1.1,-10
COc1ccc(C(C)=O)c2c(O)cccc12,4,-14,1506,-5,1.1,-7,7,2,0.9,8

# Three entries drawn at random from those above, as already listed:
SMILES,PPARg SRC-3 ag,TNAP inh no acc,SRC2 TRFRET art,Efa HMGR inh,TNAP act hiacc,TNAP inh hi DEA,PPARg SRC-2 ag,PPARg SRC1 recr,bIAP activator,bIAP inh
CC1(C)CC(=O)c2sc(NC(=O)c3ccccc3)nc2C1,5,-9,1433,-1,1,-4,4,2,1,1
Cc1cc(C)n2c(SCc3cccs3)nnc2n1,6,-4,1456,1,1.1,-10,4,-3,1,5
CNC(=S)N(Cc1ccc2c(c1)OCO2)C1CC(=O)N(c2ccccc2)C1=O (stereo not drawn),3,-6,1445,-5,1.1,-6,4,8,1,-4

# Later entries.
SMILES,PPARg SRC-3 ag,TNAP inh no acc,SRC2 TRFRET art,Efa HMGR inh,TNAP act hiacc,TNAP inh hi DEA,PPARg SRC-2 ag,PPARg SRC1 recr,bIAP activator,bIAP inh
COc1nc(NCc2ccco2)nc(NC2CCCCC2)n1,2,-12,1410,3,1,1,5,-1,0.8,18
Cc1sc(N)nc1-c1ccccc1,5,-3,1572,-1,1,3,0,6,1.1,-9
CC(=O)N/N=C(\C)CC(=O)Nc1cccc2c1CCCC2,4,-6,1784,-1,1.1,-6,11,0,1.1,-5
CCCCCC(=O)NNC(=O)Nc1ccccc1,-5,-11,1777,-4,1,-1,0,6,0.9,8
Cn1c(-c2ccccn2)[n+](C)c2ccccc21,-4,-8,1699,-1,1.1,-7,-4,-2,1.2,-21
O=C(OC(C(=O)NC1CCCC1)c1cccnc1)C1=Cc2ccccc2OC1 (stereo not drawn),4,-10,1593,-2,1,-5,0,5,1,2
CCOP(=O)(OCC)C(O)c1cc(OC)c(OC)c(OC)c1 (stereo not drawn),-2,-11,1501,0,1,4,-4,-3,1,3
COc1ccc(-n2c(=O)c3ccccc3n(CC(=O)NC3CCCCC3)c2=O)cc1OC,-8,i,1303,-5,1,-1,-12,10,1,-3
Cc1ccc(CNC(=O)C(C)OC(=O)c2cccs2)cc1 (stereo not drawn),5,7,1533,0,1,-4,-2,-8,1,4
O=C(NCc1ccncc1)c1ccc(Cl)c(S(=O)(=O)N2CCOCC2)c1,-9,-10,1461,-6,1,-3,-3,-9,1,2
Cc1cc(C)n(-c2nnc(C)n2/N=C/c2ccccc2OCc2ccccc2Cl)n1,2,-10,1387,-3,1,-4,-3,-4,1,4
CNC(=O)c1ccccc1-c1ccccc1,-7,-13,1550,3,1,-3,-4,1,0.9,8
O=C(NCc1ccco1)C1CCN(S(=O)(=O)Cc2ccccc2)CC1,4,-6,1561,2,1,-2,7,0,1.1,-7
CC(C)c1nc(SCC(=O)N2CCCc3ccccc32)c2c(=O)n(C)c(=O)n(C)c2n1,2,-1,1421,0,1,-3,-9,-3,0.9,7
CC(=O)C(Cc1ccccc1)NC(=O)CN1CCc2ccccc2C1 (stereo not drawn),4,-3,1455,-3,1.1,-5,0,7,1,-4
CCCn1nnnc1NC(=O)c1cc(Br)ccc1OC,-2,-15,1553,-4,1.1,-6,1,4,1,5
O=C(Nc1cc(S(=O)(=O)Nc2ccc(Cl)cc2)ccc1N1CCCCC1)c1ccc(F)cc1Cl,5,-5,1544,-5,1,-3,14,2,1,2
CC(C)c1onc(C(=O)N2CCCCC2C)c1[N+](=O)[O-] (stereo not drawn),-1,2,1458,0,1,2,-12,-2,1.2,-20
CC(C)CN(C(=O)CN1CCN(S(=O)(=O)c2ccccc2)CC1)c1c(N)n(CC(C)C)c(=O)[nH]c1=O,1,-9,1480,-6,1,-5,9,-3,1,-2
CS(=O)(=O)N1CCN(C(=O)c2cc(-c3ccncc3)nc3ccc(Cl)cc23)CC1,8,-3,1680,0,1,2,7,1,1,-2
CCOC(=O)C1=NN(c2ccccc2)C2=NC(C)=C(C(=O)OC)C(c3ccc(C)cc3)N12 (stereo not drawn),2,-10,1598,0,1,-1,7,0,0.9,13
CCS(=O)(=O)NCC(c1ccco1)N1CCN(c2ccccc2)CC1 (stereo not drawn),-4,-4,1488,-5,1,4,-1,2,1.1,-5
O=C(O)C1CCCCC1C(=O)Nc1cccc2ccccc12 (stereo not drawn),4,-4,1445,-7,1,2,13,5,1,5
CCCn1nnc(NC(=O)c2cccc(OCc3ccccc3)c2)n1,5,-7,1677,6,1,-4,0,4,0.9,10
Cc1ccc(Cn2nnnc2CN2CCC(c3nc4ccc(Cl)cc4[nH]3)CC2)cc1,14,-24,1480,-2,1,-4,3,-3,1.5,-47
